# TPT1 inhibitor: Candida albicans TPT1 enzyme inhibitors, primary screen, biochemical, fluorescence polarization; 300,000 tested, 0.81% active; inhibition, % at 5 µM; tRNA 2'-phosphotransferase TPT1 (Candida albicans SC5314); recombinant caTPT1, FP RNA substrate dephosphorylation; AID 1962, 2009;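 active = inhibition above the mean of all tested compounds plus 3 SD, set per screening campaign, cut at about 24% in these data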;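 note: plate controls were DMSO alone for no effect and ferristatin control at 100 nM for full effect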
# PREPL inh: PREPL enzyme inhibitors, primary screen, biochemical, fluorescence polarization. Prolyl endopeptidase-like (Homo sapiens), Q4J6C6. recombinant PREPL, fluorescence polarization activity-based probe. inhibition, % at 5.96 µM. 320,000 tested, 0.68% active. AID 2751, 2010; in the data active = inhibition above about 43%;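 note: 0% = enzyme with DMSO and 100% = wells lacking enzyme; many of its hits are not listed in these tables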
# Target sequence (Q4J6C6 whole entry, looked up): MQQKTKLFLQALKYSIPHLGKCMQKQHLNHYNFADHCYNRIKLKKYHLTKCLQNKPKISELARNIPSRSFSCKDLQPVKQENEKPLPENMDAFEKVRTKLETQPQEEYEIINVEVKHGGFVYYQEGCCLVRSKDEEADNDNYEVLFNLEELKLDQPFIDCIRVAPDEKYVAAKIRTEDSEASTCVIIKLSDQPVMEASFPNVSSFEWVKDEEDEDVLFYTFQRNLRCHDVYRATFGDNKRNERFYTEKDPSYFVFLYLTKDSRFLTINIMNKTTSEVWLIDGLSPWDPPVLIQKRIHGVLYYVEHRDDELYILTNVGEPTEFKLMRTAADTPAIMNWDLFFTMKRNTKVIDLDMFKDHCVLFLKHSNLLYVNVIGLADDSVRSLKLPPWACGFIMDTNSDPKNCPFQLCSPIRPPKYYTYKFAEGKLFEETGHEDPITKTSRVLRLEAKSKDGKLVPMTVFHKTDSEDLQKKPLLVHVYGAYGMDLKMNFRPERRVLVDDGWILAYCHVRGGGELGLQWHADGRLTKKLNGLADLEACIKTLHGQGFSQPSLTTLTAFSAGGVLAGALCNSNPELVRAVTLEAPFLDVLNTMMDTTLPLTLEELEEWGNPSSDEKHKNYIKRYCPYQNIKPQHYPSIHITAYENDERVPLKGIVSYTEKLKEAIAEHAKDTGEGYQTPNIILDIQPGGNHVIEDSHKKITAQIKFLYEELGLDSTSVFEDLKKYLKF
# Efflux pump inh: inhibitors of Candida efflux pumps in yeast, primary screen, S. cerevisiae, Nile Red, multiplex; inhibition, % at 10 µM; S. cerevisiae Candida pump triplex; 330,000 tested, 0.44% active; AID 485275, 2010;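 active = plate passing quality check with inhibition over a set limit, or well fluorescence over plate mean plus 4 SD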;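 note: Nile Red retained in pooled yeast measured as flow cytometry median fluorescence; 0% = buffer negative control and 100% = Enniatin B positive control; higher means more Nile Red kept so more efflux inhibition; some compounds called inactive have numbers as strong as hits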
# EBNA-1 inh: EBNA-1 DNA-binding inhibitors, primary screen, biochemical, fluorescence polarization. inhibition, % at 14.8 µM. 300,000 tested, 0.34% active; in the data active = inhibition above about 28%
# PP5 primary: PP5 phosphatase inhibitors, primary screen, biochemical, fluorescence | purified PP5c, OMFP substrate fluorescence | Serine/threonine-protein phosphatase 5 (Homo sapiens), P53041 | 320,000 tested, 0.18% active | inhibition, % at 6.7 µM;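 active = inhibition above the campaign's mean inhibition across all tested compounds plus 3 SD, cut at about 9.5% in these data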;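 note: 0% = DMSO only and 100% = 100 µM cantharidin control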
# PP1 counter: PP1-alpha phosphatase inhibitors, primary screen, counter-screen for PP5 inhibitor project, biochemical, fluorescence, OMFP substrate, single point; purified PP1alpha; 320,000 tested, 0.9% active; inhibition, % at 6.7 µM; Serine/threonine-protein phosphatase PP1-alpha catalytic subunit (Homo sapiens), P62136;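 active = inhibition above the mean inhibition of all tested compounds plus 3 SD, computed separately for each screening campaign, cut at about 15% in these data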
# Target sequence (P62136 whole entry, looked up): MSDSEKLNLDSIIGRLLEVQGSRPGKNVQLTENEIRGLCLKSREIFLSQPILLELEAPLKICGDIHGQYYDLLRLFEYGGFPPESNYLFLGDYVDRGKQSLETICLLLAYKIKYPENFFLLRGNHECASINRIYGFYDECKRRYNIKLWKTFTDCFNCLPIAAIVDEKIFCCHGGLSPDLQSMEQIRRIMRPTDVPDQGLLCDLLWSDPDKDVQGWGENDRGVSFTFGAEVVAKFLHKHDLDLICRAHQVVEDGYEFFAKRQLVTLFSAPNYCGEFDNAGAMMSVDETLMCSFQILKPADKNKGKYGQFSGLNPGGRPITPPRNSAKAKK
# HCV core dimer: inhibitors of HCV core protein dimerization, primary screen, biochemical, TR-FRET, high-throughput; TR-FRET GST/Flag-core106 dimerization, 1536-well; 300,000 tested, 0.33% active; inhibition, % at 5 µM;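 active = inhibition above the mean of all tested compounds plus 3 SD, set per screening campaign, cut at about 45% in these data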
#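 Assay system: tagged HCV core106 pair (GST and Flag); medium: KF-containing HEPES buffer, pH 7.45, DTT, CHAPS, BSA; also added: Eu donor and XL665 acceptor anti-tag antibodies; dosing: 5 µM single dose; timing: compound-protein-antibody incubation 4 h at 22.5 °C; signal: TR-FRET 671 and 617 nm emission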
# CTSL1 counter: Fasciola hepatica cathepsin L1 inhibitors, primary screen, counter-screen for PFM18AAP inhibitor project, biochemical, QFRET, fluorogenic peptide substrate | recombinant F. hepatica cathepsin L1, Z-Leu-Arg-MCA fluorescence | 300,000 tested, 0.49% active | inhibition, % at 5.96 µM;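 active = inhibition above the mean of all tested compounds plus 3 SD, set per screening campaign, cut at about 17% in these data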;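 note: 0% = plate median of test compound wells and 100% = 1 µM Z-Phe-Ala-diazomethylketone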
# ZTA DNA inh: counter-screen for EBNA-1 inhibitors: inhibitors of Epstein-Barr virus ZTA; P03206; ZTA-DNA binding, fluorescence polarization; inhibition, % at 11 µM; 320,000 tested, 0.15% active; in the data active = inhibition above about 33%
# Active calls of the source: *; . = not tested or not shown.
SMILES,TPT1 inhibitor,PREPL inh,Efflux pump inh,EBNA-1 inh,PP5 primary,PP1 counter,HCV core dimer,CTSL1 counter,ZTA DNA inh
Cc1nc(CN(C)C(=O)CC2C(=O)NCCN2Cc2ccc(-c3ccccc3)cc2)cs1 (centres undefined),4,12,0.3,-9,2.8,6,6,1,2
CC(=O)Nc1ccc(NC(=O)c2ccccc2S(=O)(=O)c2ccc([N+](=O)[O-])cc2)cc1,1,2,-0.1,-8,4.1,-1,-2,1,8
COc1ccc(/C=C(\C#N)C(=O)OCC(=O)Nc2ccc(C(C)(C)C)cc2)cc1,2,0,-0.1,1,-1.9,4,23,-2,11
CCCS(=O)(=O)N1CCN(Cc2ccco2)CC1,0,-4,0.0,-8,-0.2,1,-3,-2,-3
Cc1oc2ccc(O)c(CN3CCOCC3)c2c1C(C)O (centres undefined),-3,2,0.0,-5,-0.7,2,-7,-6,-14
CC[C@@]12C(=O)N(c3ccccc3)C(=O)N1[C@H](c1ccc(Br)cc1)[C@@H]1C(=O)N(C(C)(C)C)C(=O)[C@@H]12,0,6,0.0,5,-0.8,-2,7,1,22
O=C(CCC(=O)N(c1cccc(F)c1)C(C(=O)NC1CCCC1)c1ccncc1)Nc1cccnc1 (centres undefined),-4,6,0.1,1,-5.6,-3,-3,-1,4
N#C/C(=C\c1c[nH]c2ccccc12)C(=O)NCC1CCCO1 (centres undefined),0,-4,0.1,-10,2.6,-3,-2,-20,-18
COc1cccc(/C=N/Nc2ccc(C(=O)O)cc2)c1O,-5,5,-0.1,4,0.1,3,-11,3,12
CCOC(=O)c1ccc(NC(=O)CCC(CC)C(=O)O)cc1 (centres undefined),-1,6,-0.1,-1,0.1,-5,-7,2,-7
CCN1CCCC1CNC(=O)c1cc2c(=O)n(C)c3ccccc3c2n1C (centres undefined),-4,-18,-0.1,2,0.1,-3,2,-2,15
CN(C)CCO[C@@H](c1ccc(Cl)cc1)c1ccccn1,-3,1,0.0,11,-0.7,-1,-1,-2,22
CCn1c(CNc2ccccc2Cl)nnc1SCC(=O)NCc1ccccc1,-4,-22,-0.1,17,-0.1,1,0,0,15
CN(C(=O)c1ccc([N+](=O)[O-])cc1)c1ccccc1C(=O)NCc1ccccc1,-1,4,0.3,-4,0.2,-4,-1,0,8
O=C(N/N=C1\CCSC1)c1cc(Cl)ccc1O,0,3,0.1,-2,-0.8,0,-1,2,13
COc1ccccc1-c1sc2ccccc2c1-c1ccc2c(c1)OCCO2,.,-6,0.0,.,-1.7,-1,.,.,0
COC(=O)C1(C(=O)OC)Sc2ccccc2C1=O,3,0,0.0,5,-0.4,-3,0,-2,3
CCN1CCN(C(c2ccc(OC)cc2)c2nnnn2Cc2ccc3c(c2)OCO3)CC1 (centres undefined),0,12,0.0,-2,-1.8,1,-1,3,2
Cc1ncn(-c2ccc(C(=O)Oc3ccccc3)cn2)n1,0,8,0.0,2,2.0,-3,0,-2,-9
CCC(Sc1nc(C)cc(C)n1)C(=O)NC1=NN=C(c2ccc(C)cc2)CS1 (centres undefined),1,8,0.1,-8,8.9,13,-6,1,0
O=C(OCC(=O)c1c[nH]c2ccccc12)c1ccc(Br)o1,1,11,0.1,-3,2.3,-1,3,-2,20
CCCN1C(=O)/C(=N\OCC(=O)NCC(F)(F)F)c2ccccc21,1,2,0.1,9,-1.6,-7,-10,-3,12
O=C(CCC(=O)c1cccs1)OCc1nc2ccccc2s1,-1,-6,0.3,-3,0.4,4,-1,-58,-2
CCC(CC)c1nnc(NC(=O)c2c(-c3ccccc3)noc2C)s1,-4,4,-0.1,9,-0.5,-3,4,1,5
Cc1ccc(NC(=O)Cn2nc(C)c(S(=O)(=O)N(C)C)c2C)cc1C,2,-22,0.1,5,-1.1,-2,-2,-3,4
CCNC(=O)CCCOc1ccc(Cl)cc1Cl,0,7,0.1,-14,1.8,-5,-5,-3,-1
COc1ccccc1CNC(=O)c1ccc(N(C)S(=O)(=O)c2ccc(C)cc2)cc1,-1,3,0.3,6,-0.1,-9,15,-8,11
COc1ccc(COC(=O)c2n[nH]c3ccccc23)cc1F,0,-17,-0.1,12,6.3,4,2,0,-8
O=C(Nc1nnc(C2=COCCO2)o1)c1ccc(S(=O)(=O)N2CCOCC2)cc1,-8,21,-0.1,6,0.1,12,-21,3,19
O=C(CSc1ncc(-c2ccc(F)cc2)n1Cc1ccco1)Nc1ccc2c(c1)OCO2,-1,5,0.1,2,3.2,2,0,5,-11
CCOC(=O)C1CCN(CCC(=O)Nc2cccc(Cl)c2)CC1,0,11,0.0,18,3.0,2,8,-3,2
Cc1ccccc1-n1ncc2c1CC(C)(C)CC2NC(=O)C1CCC1 (centres undefined),2,1,-0.1,0,1.9,-4,4,-3,-11
Nc1ncncc1-c1ccc2ccccc2c1,1,-106,0.4,-25,0.8,0,-10,0,-6
CCOC(=O)N1C(=O)C2(CCCCC2)N(c2ccccc2Cl)C1=S,2,-6,-1.5,8,-0.7,1,23,2,7
CCOC(=O)C1=C(C)Nc2nc(SC)nn2C1c1ccc(C(=O)OC)cc1 (centres undefined),-3,5,0.0,-1,-0.3,2,-4,-6,-16
CCCN1C(=O)c2cc(C(=O)Nc3ccccc3C)ccc2C1Nc1ccccc1C (centres undefined),0,-1,-0.2,-9,2.3,3,5,1,-14
Cc1cccc(OC(=O)c2ccc3nccnc3c2)c1,-1,3,0.0,-2,2.2,0,-5,-3,-3
Cc1ccc(NC(=S)N(C)C)cc1C,0,-9,0.0,-13,2.6,-5,-1,1,-4
Cc1nnc(SCC(=O)NC2CCCCCC2)n1N,.,8,-0.2,.,1.2,-1,.,.,9
Cc1c(Cc2ccccc2)c(=O)oc2c(C)c(OCc3nn[nH]n3)ccc12,0,-15,0.0,4,0.1,5,22,4,-8
Cc1ccc(S(=O)(=O)N2CCCCC2CCNC(=O)C(=O)NCc2cccnc2)cc1 (centres undefined),2,-7,0.0,-12,-1.6,-8,-1,-1,-1
CCOc1ccc2cc(C3CC(c4ccco4)=NN3S(C)(=O)=O)c(Cl)nc2c1 (centres undefined),0,-5,0.0,-2,-1.6,2,3,-3,-14
COc1ccc(CCNC(=O)CSc2nc(=O)n3cccc(C)c3n2)cc1OC,-1,20,0.0,-8,1.0,-3,-7,-5,-9
O=C(CCC1CCCCC1=O)c1ccccc1 (centres undefined),-1,0,0.3,-6,3.6,-1,1,-2,-4
O=C(CCCc1c[nH]c2ccccc12)NCCc1c[nH]c2ccccc12,-1,19,-0.1,5,2.4,0,-9,-3,1
COc1ccc2c(c1)C(C)(CCN)C(=O)N2C (centres undefined),-2,-6,-0.2,-9,2.0,-3,-5,-4,-17
COc1ccccc1NC(=O)CSc1nc(=O)n(CCN2CCOCC2)c2c1CCC2,-3,5,-0.1,8,-1.8,-4,-3,-4,0
CC1CN(S(=O)(=O)N2CCOCC2)CCN1S(=O)(=O)N1CCOCC1 (centres undefined),-2,3,-0.1,7,-0.7,-1,0,0,6
CCCOC(=O)Nc1nc(-c2ccc(C)cc2)c(C)s1,0,4,0.2,1,5.7,-10,3,-1,18
COc1ccc(OC)c(S(=O)(=O)N2CCN(c3ncccn3)CC2)c1,-2,1,0.0,-8,-1.5,-4,-3,-11,13

# Some of the entries above, reformatted.
# Each structure is followed by: TPT1 inhibitor	PREPL inh	Efflux pump inh	EBNA-1 inh	PP5 primary	PP1 counter	HCV core dimer	CTSL1 counter	ZTA DNA inh
O=C(CCCc1c[nH]c2ccccc12)NCCc1c[nH]c2ccccc12
 : -1	19	-0.1	5	2.4	0	-9	-3	1
COc1ccc2c(c1)C(C)(CCN)C(=O)N2C (centres undefined)
 : -2	-6	-0.2	-9	2.0	-3	-5	-4	-17
COc1ccccc1NC(=O)CSc1nc(=O)n(CCN2CCOCC2)c2c1CCC2
 : -3	5	-0.1	8	-1.8	-4	-3	-4	0
CC1CN(S(=O)(=O)N2CCOCC2)CCN1S(=O)(=O)N1CCOCC1 (centres undefined)
 : -2	3	-0.1	7	-0.7	-1	0	0	6
CCCOC(=O)Nc1nc(-c2ccc(C)cc2)c(C)s1
 : 0	4	0.2	1	5.7	-10	3	-1	18

# (more compounds)
SMILES,TPT1 inhibitor,PREPL inh,Efflux pump inh,EBNA-1 inh,PP5 primary,PP1 counter,HCV core dimer,CTSL1 counter,ZTA DNA inh
O=C(O)CSc1nnc(-c2ccco2)o1,-1,23,-0.1,-3,-0.4,7,0,-1,7
CC(Oc1ccccc1)C(=O)Nc1nnc(S(=O)(=O)N(C)c2ccccc2)s1 (centres undefined),-2,-1,-0.2,-10,-1.0,-1,11,-2,-1
COc1ccc(/C=C/c2nc(-c3ccccc3O)n(-c3ccccc3)n2)cc1,-4,8,-4.3,5,2.7,-5,-7,5,-3
CC(C)(C)c1cccc(C2(O)C(=O)c3ccccc3C2=O)c1O,-1,-2,-0.1,2,2.2,-4,2,1,-4
O=C(Nc1cccc(S(=O)(=O)Nc2ccccc2Cl)c1)c1ccc(N2CCCC2)c([N+](=O)[O-])c1,0,-7,-0.2,-10,3.6,1,44,-1,-7
Cc1cc(C(=O)OCC(=O)N2CC(=O)Nc3ccccc32)no1,-1,2,0.1,-5,0.7,-2,2,-10,1
Cc1cccc(N2C(=O)CC(SC(N)=Nc3ccccc3)C2=O)c1 (centres undefined),-1,-4,0.0,7,0.9,-4,5,-2,5
CCOc1ccccc1Cn1c(=O)sc2ccccc21,-4,-3,0.2,5,1.5,-1,-4,3,-7
Cc1cccc(C(=O)NNC(=O)c2ccc(NC(=O)C(C)(C)C)cc2)c1,-3,13,-0.2,-3,3.3,-3,-9,3,7
CCOc1ccc(C(=O)Nc2cccc(-c3ccc4nncn4n3)c2)cc1,22,1,-0.1,-2,-2.7,-2,4,11,5
Cc1ccc(CSc2nnc(SCC(=O)N/N=C/c3ccccc3OCC(=O)O)s2)cc1,1,-17,0.1,2,1.9,2,14,0,9
COCCNC(=O)c1ccc(CS(=O)(=O)c2ccc(C)cc2)o1,1,2,0.0,3,3.6,-5,-5,6,16
Cn1nc(C(=O)Nc2ccc3c(c2)OCCO3)cc1C(=O)O,-2,-1,-0.2,8,0.1,-3,-5,2,-11
COc1cccc(C(=O)Nc2nnc(-c3cccs3)s2)c1,-2,3,0.1,-3,-1.3,-2,-5,0,-2
CCCCC1CCC(C(=O)N(CCOC)c2c(N)n(CC(C)C)c(=O)[nH]c2=O)CC1 (centres undefined),.,2,0.2,.,0.3,-3,.,.,4
CCC(=O)Nc1ccc2nc(C3CC3)n(Cc3ccccc3)c(=O)c2c1,-1,-4,-0.1,13,-1.3,-2,-1,0,14
CCOC(=O)CNC(=S)N(CCCN1CCCC1)Cc1cccs1,-1,4,-0.1,2,2.0,-4,-8,0,-26
O=C1C2C3C=CC(C3)C2C(=O)N1c1cccc2ccccc12 (centres undefined),-3,6,0.1,-7,-0.8,-2,3,0,-8
COC(=O)C(Cc1cnc[nH]1)NC(=O)C1CCC(=O)N1 (centres undefined),1,5,0.3,-5,-2.4,-1,-6,1,-2

# High-throughput results (PubChem BioAssay)

# Only part of the results is shown. The share of hits here may be higher or lower than overall.
